IDE cell activ: activators of human insulin-degrading enzyme in cells; HEK cells, FAbeta-B cleavage, fluorescence polarization; 0% vehicle, 100% cell-free pure enzyme wells; P14735; 0.073% of 340,000 active; activation, % at 5.96 µM;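 active = activation above the mean of all tested compounds plus 3 SD, set per screening campaign, cut at about 17% in these data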
An asterisk follows results filed as active.

IDE cell activ | SMILES
8 | O=C(CN1CCCCCC1)Nc1nc2ccccc2s1
-1 | Cn1c(N)c(C(=O)CSc2n[nH]c(N)n2)c(=O)n(C)c1=O
3 | CN(C(=O)c1cccc(NC(=O)Cc2ccc(NC(=O)C3CCCN(C(=O)C4CCCCC4)C3)cc2)c1)C1CC1 (stereo not drawn)
-4 | Cc1cc(=O)[nH]c(NC(=O)Cc2ccccc2)n1
5 | COC(=O)C1CC(C(=O)OC)C2C(C(=O)OC)CC(C(=O)OC)C12 (stereo not drawn)
6 | CC(C)CN(C(=O)c1cc(Cl)nc2ccccc12)C1CCS(=O)(=O)C1 (stereo not drawn)
2 | O=S(=O)(Nc1ccc2ccccc2c1)N1CCCCC1
-1 | O=C1NC(=S)NC1Cc1ccc(O)cc1 (stereo not drawn)

Going on with the list.
IDE cell activ | SMILES
0 | C=CCn1c(SCC(=O)c2c(N)n(C3CC3)c(=O)[nH]c2=O)nnc1-c1ccccc1OC
4 | O=C(CNC(=O)c1cc(S(=O)(=O)N2CCOCC2)ccc1N1CCCC1)Nc1ccc(F)c(F)c1
2 | CC[C@]12c3[nH]c4ccc(OC)cc4c3CCN1C(=O)C(CC(=O)NCCC1=CCCCC1)C[C@@H]2C(=O)N1CCN(C(=O)C2CC2)CC1 (stereo partly drawn)
0 | CCN(C(=O)COC(=O)CCOc1ccccc1C)c1c(N)n(Cc2ccccc2)c(=O)[nH]c1=O
2 | N#CC1C(=O)NC(c2ccccc2)=CC1c1ccccc1 (stereo not drawn)
-30 | CC(=NNc1nc2ccccc2o1)c1cc2ccccc2cn1
1 | C=CCC1CCCC(=O)N2CCCC12 (stereo not drawn)
6 | COc1cc2c(c(OC)c1OC)C(=O)CO2

4 of these compounds, reformatted:
CC(C)CN(C(=O)c1cc(Cl)nc2ccccc12)C1CCS(=O)(=O)C1 (stereo not drawn)
  IDE cell activ: 6

O=S(=O)(Nc1ccc2ccccc2c1)N1CCCCC1
  IDE cell activ: 2

O=C1NC(=S)NC1Cc1ccc(O)cc1 (stereo not drawn)
  IDE cell activ: -1

C=CCn1c(SCC(=O)c2c(N)n(C3CC3)c(=O)[nH]c2=O)nnc1-c1ccccc1OC
  IDE cell activ: 0

The results go on.
IDE cell activ | SMILES
6 | C=C1c2nc3ccccc3n2C=C(c2ccc(C)cc2)N1c1ccccc1
2 | NS(=O)(=O)c1ccc(CCNC(=O)c2ccc(Cl)c(S(=O)(=O)N3CCCCCC3)c2)cc1
-6 | Cc1ccc(C2/C(=C(\O)c3c(C)nc4c(C)cccn34)C(=O)C(=O)N2CCN(C)C)o1 (stereo not drawn)
0 | Cn1c2nc(=O)[nH]c(=O)c-2cc2ccccc21
0 | O=S(=O)(Nc1cccc(-n2cnnn2)c1)c1ccc(F)cc1
-2 | C[C@H]1C(c2ccc(F)cc2)=NN(c2ccccc2)[C@@H]1CO
1 | Cc1cc(Br)c(Oc2cc(NN3CCCCC3)c([N+](=O)[O-])cc2[N+](=O)[O-])c(Br)c1
1 | O=C(NCCc1ccccc1)c1cccc(NC(=O)C2CCCCC2)c1

(list continues)
IDE cell activ | SMILES
-1 | O=C1ON(Cc2ccccc2)C(c2ccccc2)N1c1ccccc1 (stereo not drawn)
-4 | COc1ccc(NC(=O)CN(C)C(=O)c2ccc(C)c(S(=O)(=O)N3CCCCC3)c2)cc1
1 | CCN(CC)S(=O)(=O)c1ccc(=O)n(CC(=O)N2Cc3ccccc3CC2C(N)=O)c1 (stereo not drawn)
6 | CCOc1ccccc1OCC(=O)Nc1ccc(N2CCOCC2)cc1N1CCOCC1
-1 | COc1cc2c(cc1OC)C(Cc1ccccc1[N+](=O)[O-])=NCC2
5 | O=C(C=Cc1ccccc1)Nc1ccccc1
1 | Cc1cn(CC(=O)N[C@H](CO)Cc2c[nH]c3ccccc23)c(=O)[nH]c1=O
3 | CC(C)(C)C(=O)Nc1ccc(C(=O)COC(=O)C2CC2)cc1

The list continues:
IDE cell activ | SMILES
1 | C[C@]12c3[nH]c4cc(-c5ccco5)ccc4c3CCN1C(=O)[C@@H](CC(=O)NCCCn1ccnc1)C[C@@H]2C(=O)N1CCOCC1
-12 | O=C1/C(=C\c2ccc(Cl)cc2)CCC1CNc1ccc(Cl)cc1 (stereo not drawn)
6 | O=C(Cc1ccc([N+](=O)[O-])cc1)Oc1ccccc1
0 | O=C(NN=Cc1cc(Cl)ccc1[N+](=O)[O-])c1cccc2ccccc12
3 | Nn1c(SCC(=O)Nc2ccccc2Oc2ccccc2)nnc1C1CC1
1 | COc1cccc(/C=C/C(=O)Nc2cc(S(=O)(=O)N3CCOCC3)ccc2OC)c1
-1 | CCS(=O)(=O)N1CCC2(CC1)OCCN2S(=O)(=O)c1ccc(OC)cc1
5 | COc1cc2c(c(OC)c1OC)-c1ccc(SC)c(=O)cc1C(NC(=O)c1ccccc1)CC2 (stereo not drawn)

Other records follow.
IDE cell activ | SMILES
4 | COc1cccc(C=NNC(=O)CCCC(=O)NN=Cc2cccc(OC)c2)c1
-1 | O=C(NCC1CCCCC1)NCC1CCCCC1
-4 | O=CNc1ccc2c(c1)Cc1cc([N+](=O)[O-])ccc1-2
-2 | CCN1C[C@@H]2[C@@H]3C(=O)N(Cc4ccccc4)C(=O)[C@@H]3[C@](CC)(C1=O)N2C(=O)c1ccc(Cl)c(Cl)c1
-1 | Cc1cccc(C2=NN(c3ccccc3)[C@@H](C(=O)N3CCOC3=O)[C@@H]2c2ccc([N+](=O)[O-])cc2)c1
4 | CN(C(=O)c1cccc(NC(=O)Cc2ccc(NC(=O)C3CCCN(C(=O)C4CC4)C3)cc2)c1)C1CCCCC1 (stereo not drawn)
4 | O=C1CC(c2ccccc2)C(=O)N2C(=O)CC(c3ccccc3)C(=O)N12 (stereo not drawn)
2 | c1ccc2nc3c(ccc4ccccc43)cc2c1

The list goes on:
IDE cell activ | SMILES
-8 | COc1ccccc1C1/C(=C(/O)c2cnn(-c3ccccc3)c2C)C(=O)C(=O)N1CCN(C)C (stereo not drawn)
3 | CC(=O)N1CCOc2ccc(S(=O)(=O)NC[C@H]3O[C@@H](n4ccc(=O)[nH]c4=O)[C@H](O)[C@@H]3O)cc21
4 | CCOC1=C(C#N)CC2(CC1)c1ccccc1-c1ccccc12
1 | O=C(O)C1=C[C@@H](O)[C@@H](O)[C@H](O)C1
2 | COc1ccc(N(C)S(=O)(=O)c2cccc(C(=O)N3CCN(c4cccc(C)c4C)CC3)c2)cc1
6 | CCOC(=O)C1CCNC(=O)C1=O (stereo not drawn)
4 | Cc1n[nH]c2ccccc2c1=O
2 | O=C(COC(=O)C1CC1)NCc1ccccc1

Three records drawn at random from those above, as already listed:
IDE cell activ | SMILES
2 | COc1ccc(N(C)S(=O)(=O)c2cccc(C(=O)N3CCN(c4cccc(C)c4C)CC3)c2)cc1
4 | CCOC1=C(C#N)CC2(CC1)c1ccccc1-c1ccccc12
3 | CC(=O)N1CCOc2ccc(S(=O)(=O)NC[C@H]3O[C@@H](n4ccc(=O)[nH]c4=O)[C@H](O)[C@@H]3O)cc21

Remaining list, next part:
IDE cell activ | SMILES
5 | CCCCN(CC(=O)Nc1cccc(S(=O)(=O)N2CCCC2)c1)Cc1nc2ccccc2c(=O)[nH]1
4 | O=S(=O)(NC(CO)Cc1ccccc1)c1cc(Cl)ccc1F (stereo not drawn)
2 | COc1ccccc1C(=O)NCCC(=O)N1CCN(S(=O)(=O)c2ccccc2C(F)(F)F)CC1
5 | O=C1C(=NO)CCCc2ccccc21
3 | CCN(C(=O)CSc1nnc(-c2ccc(C)cc2)n1N)c1c(N)n(Cc2ccccc2)c(=O)[nH]c1=O
5 | Cc1ccc(NC(=O)c2ccc(Cl)c(S(=O)(=O)N3CCc4ccccc43)c2)nc1
0 | CN(CCc1ccccc1)C(=O)c1ccc(NC(=O)Cc2ccc(NC(=O)C3CCCN(C(=O)CCc4ccccc4)C3)cc2)cc1 (stereo not drawn)
0 | O=C(N/N=C/c1ccc(F)cc1)c1ccc(-n2cnnn2)cc1

Next section
IDE cell activ | SMILES
1 | O=C1C(=NO)CC(c2ccccc2)N1c1ccccc1 (stereo not drawn)
4 | Cc1cc(C(=O)Nc2ccncc2)c(C)o1
2 | CN(CCc1ccccc1)C(=O)c1ccc(NC(=O)Cc2ccc(NC(=O)C3CCN(S(=O)(=O)c4cccc([N+](=O)[O-])c4)CC3)cc2)cc1
6 | Cc1cnc(N=Nc2ccccc2)[nH]1
-4 | OCCN1CCSC1=S
-5 | COc1cc(-c2cc(O)c(-c3ccc4ccccc4n3)c(=O)[nH]2)cc(OC)c1OC
2 | CC(C)(C)OC(=O)N1CCCC(C(=O)Nc2cccc(C(=O)N3CCOCC3)c2)C1 (stereo not drawn)
-1 | O=C(CNc1cccc(F)c1)Nc1cccc(S(=O)(=O)N2CCCCC2)c1

Remaining list, next part
IDE cell activ | SMILES
2 | CCCCCC(O)CCCC(=O)O (stereo not drawn)
5 | Cc1ccc(S(=O)(=O)N2C[C@@H]3CCCC[C@@H]3[C@@H](C)[C@H]2CC(=O)c2ccccc2)cc1
-1 | COCC(=O)N1C[C@H]2CON(C)[C@H]2C[C@H]1c1cccc(-c2ccc(C#N)cc2)c1
-4 | CC1Cc2cc(-c3csc(NC(=O)CCl)n3)ccc2N1C(=O)C1CC1 (stereo not drawn)
1 | C#CCN1C=CC(=O)[C@@H](OC(=O)Nc2ccc(C)cc2)[C@H]1c1ccccc1Br
6 | C[C@]12c3[nH]c4ccc(Cl)cc4c3CCN1C(=O)[C@@H](CC(=O)NCc1cccc(C(F)(F)F)c1)C[C@@H]2C(=O)N1CCCCC1
0 | CCN(C(=O)COC(=O)c1cc2ccccc2cc1OC)c1c(N)n(Cc2ccccc2)c(=O)[nH]c1=O
1 | CC(=O)Nc1ccc2c(c1)C(=Nc1ccccc1)c1ccccc1-2

Remaining list, next part:
IDE cell activ | SMILES
-2 | Cc1ccc(O)c(CN(C)Cc2cc(C)ccc2O)c1
-2 | CC(=O)OC1C(=O)N(Cc2ccccc2)C1c1ccc(C)cc1 (stereo not drawn)
1 | COc1cc2c(c(OC)c1OC)C(c1ccc(O)cc1)CC(=O)O2 (stereo not drawn)
-1 | CCc1c(C)nc2[nH]ncn2c1=O
0 | CC1Cc2ccccc2N1S(=O)(=O)c1cccc(C(=O)NCC(c2ccco2)N2CCCC2)c1 (stereo not drawn)
-2 | CC(=O)Nc1cc2c(cc1Cl)-c1ccccc1C2
1 | CN(CC(=O)Nc1ccc(F)cc1)C(=O)c1ccc2ccccc2n1
2 | O=C(CCCN1C(=O)NC2(CCCC2)C1=O)Nc1ccc(Cl)c(S(=O)(=O)N2CCOCC2)c1

(listing goes on)
IDE cell activ | SMILES
1 | O=C1C=C(c2ccccc2)CO1
1 | O=C(Nc1cccc(S(=O)(=O)N2CCCCC2)c1)[C@@H]1CCCN1S(=O)(=O)c1ccccc1C(F)(F)F
0 | c1ccc(-c2ccc(-c3ccccc3)[nH]2)cc1
2 | Cc1ccc(C(=O)O)c(NC=O)c1OCc1ccccc1
4 | CCOC(=O)C1=CN(Cc2cccc(-c3ccc4c(c3)OCO4)c2)S(=O)(=O)N(C)C1C (stereo not drawn)
-2 | CCOc1ccccc1N1CC(C(=O)NCCC2=CCCCC2)CC1=O (stereo not drawn)
5 | COc1ccc2c(c1)C(=O)C1NC(=O)NC(=O)C1(Br)N2 (stereo not drawn)
-19 | Nc1ccc2c(c1)C(=NO)c1cc([N+](=O)[O-])ccc1-2

Laid out differently: 4 of the compounds above.
Molecule	IDE cell activ
C[C@H]1C(c2ccc(F)cc2)=NN(c2ccccc2)[C@@H]1CO	-2
Cc1cc(Br)c(Oc2cc(NN3CCCCC3)c([N+](=O)[O-])cc2[N+](=O)[O-])c(Br)c1	1
O=C(NCCc1ccccc1)c1cccc(NC(=O)C2CCCCC2)c1	1
O=C1ON(Cc2ccccc2)C(c2ccccc2)N1c1ccccc1 (stereo not drawn)	-1

Next structures follow.
IDE cell activ | SMILES
10 | O=C(c1ccc(Cl)cc1)C1CCN(C(=O)c2ccccc2F)CC1
4 | CN1C(C)(C)CC(=NO)CC1(C)C
2 | CN[C@@H](C)C(=O)NC[C@H]1O[C@@H](n2cnc3c(N)ncnc32)[C@H](O)[C@@H]1O
4 | CCOC(=O)C1C(=O)C(=O)N(C(C)C)C1C(=O)OCC (stereo not drawn)
4 | O=C(Nc1ccc(Cl)c(S(=O)(=O)N2CCOCC2)c1)c1ccc(Cl)nc1
2 | F[B-](F)(F)COc1ccccc1
3 | Cc1ccc(C(=O)CCC(=O)OCC(=O)Nc2nnc(-c3ccccc3)o2)cc1
3 | COc1cc2c(cc1OC(C)=O)CCCCC2=O

Entries shown so far that have a COOH group (three):
IDE cell activ | SMILES
1 | O=C(O)C1=C[C@@H](O)[C@@H](O)[C@H](O)C1
2 | CCCCCC(O)CCCC(=O)O (stereo not drawn)
2 | Cc1ccc(C(=O)O)c(NC=O)c1OCc1ccccc1

(continued)
IDE cell activ | SMILES
-2 | O=C(CCCc1ccncc1)c1ccccc1
5 | CCOC(=O)C1=C(COC(=O)CCCOc2ccccc2)NC(=O)NC1C (stereo not drawn)
-4 | CC(=O)Nc1n[nH]c(=S)s1
1 | CN1OC[C@@H]2CN(C(=O)C(C)(C)C)[C@H](c3cccc(Br)c3)C[C@@H]21
-1 | NCC(=O)NCC(=O)NC1(C(=O)O)CCCC1
5 | COc1cc(NC(=O)c2cc(OC)c(OC)c(OC)c2)c2ncccc2c1
-8 | O=C1CCC[C@@H]2[C@@H](Cc3ccccc3)[C@H](N3CCN(c4ccccc4)CC3)C[C@@H]3CCN1[C@@H]32
0 | COc1cc(C2c3cc4c(cc3OC(N3CCOCC3)C2C)OCO4)cc(OC)c1OC(C)=O (stereo not drawn)

The list goes on.
IDE cell activ | SMILES
4 | O=C(C1CCC1)N1CCN(S(=O)(=O)c2cc(F)ccc2F)CC1
3 | CC[C@]12c3[nH]c4cc(-c5ccco5)ccc4c3CCN1C(=O)[C@@H](CC(=O)NCCN1CCOCC1)C[C@@H]2C(=O)N1CCN(C(=O)C2CC2)CC1
2 | CCOC(=O)C1=CN(CC)S(=O)(=O)NC1c1ccccc1 (stereo not drawn)
2 | CC12CCC(=O)C=C1CCCC2=O (stereo not drawn)
-3 | CCCCOc1ccc(SCCCN2CCOCC2)cc1

High-throughput results deposited in PubChem BioAssay by The Scripps Research Institute Molecular Screening Center.

Not all compounds are listed; the hit share may differ from the screen's.
